# Mdm2 MdmX PPI: inhibitors of human Mdm2-MdmX association, primary screen, cell-based, luminescence, split luciferase, SaOS-2, uHTS. actives 3% (n = 330,000). Protein Mdm4 (Homo sapiens) + E3 ubiquitin-protein ligase Mdm2 (Homo sapiens), …. inhibition, % at 8 µM. SaOS-2 split-luciferase Mdm2/MdmX complementation;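 active = inhibition of at least 50% at 8 µM in the primary screen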
# Target sequence (O15151 whole entry, looked up): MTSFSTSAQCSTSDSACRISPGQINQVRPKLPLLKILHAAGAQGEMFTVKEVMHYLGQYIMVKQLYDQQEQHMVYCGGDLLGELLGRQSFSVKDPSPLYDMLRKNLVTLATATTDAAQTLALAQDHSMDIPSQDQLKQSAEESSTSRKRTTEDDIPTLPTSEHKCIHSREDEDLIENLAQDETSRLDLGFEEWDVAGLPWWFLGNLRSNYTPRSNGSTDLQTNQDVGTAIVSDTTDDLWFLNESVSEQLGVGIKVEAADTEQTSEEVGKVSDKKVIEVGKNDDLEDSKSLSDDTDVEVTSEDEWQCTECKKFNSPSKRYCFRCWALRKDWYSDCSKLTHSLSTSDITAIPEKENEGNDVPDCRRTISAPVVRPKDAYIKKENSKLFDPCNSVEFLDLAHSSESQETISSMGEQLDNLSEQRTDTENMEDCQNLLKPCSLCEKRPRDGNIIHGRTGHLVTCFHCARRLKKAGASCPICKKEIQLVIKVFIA
# Target sequence (Q00987 whole entry, looked up): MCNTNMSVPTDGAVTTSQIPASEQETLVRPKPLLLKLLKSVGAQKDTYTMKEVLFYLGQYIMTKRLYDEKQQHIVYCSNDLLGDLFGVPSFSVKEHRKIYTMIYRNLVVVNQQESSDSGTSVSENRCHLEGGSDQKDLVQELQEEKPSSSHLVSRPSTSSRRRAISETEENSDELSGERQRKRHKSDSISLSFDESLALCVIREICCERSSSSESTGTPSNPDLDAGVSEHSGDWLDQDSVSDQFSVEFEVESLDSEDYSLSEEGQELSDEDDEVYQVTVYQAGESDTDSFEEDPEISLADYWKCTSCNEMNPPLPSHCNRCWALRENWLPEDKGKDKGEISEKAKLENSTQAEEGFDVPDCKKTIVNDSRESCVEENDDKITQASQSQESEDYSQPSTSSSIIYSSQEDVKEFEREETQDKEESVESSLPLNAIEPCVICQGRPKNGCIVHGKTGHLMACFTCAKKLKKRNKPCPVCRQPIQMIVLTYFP
# UPR CHOP act: activators of apoptotic CHOP UPR arm, primary screen, cell-based, CHO-CHOP luciferase reporter, luminescence, uHTS; UPR activation; percent of tunicamycin response over DMSO baseline; activation, % at 10 µM; actives 0.34% (n = 330,000); AID 449763, 2010;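 active = at 10 µM dose, activation of 40% or more, normalized to positive control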;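 also: 100% = tunicamycin at 10 µg/mL and 0% = DMSO alone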
#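 Assay system: CHO-CHOP cells, stable luciferase reporter of PERK-eIF2a-CHOP signalling / Buffer or medium: F12 plus 10% serum / Compound dosing: one dose, 10 µM in 0.5% DMSO / Times: 6 h compound treatment, 37 °C / Technique: luciferase luminescence / Read-out: % reporter activation, DMSO baseline versus tunicamycin full activation / Benchmarks: tunicamycin and DMSO controls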
# Gli-Sufu block: Gli-Sufu pathway antagonists, primary screen, luciferase luminescence, Sufu-KO-LIGHT cells, uHTS; Sufu-KO-LIGHT fibroblasts, Gli luciferase reporter luminescence; actives 0.74% (n = 340,000); AID 588413, 2011; inhibition, % at 5 µM;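 active = inhibition above about 55%, limit read from the data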;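 also: 0% = DMSO-treated cells and 100% = wells with medium but no cells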
# 697 NFkB inh: inhibitors of PMA/ionomycin-induced NF-kB reporter, 697 cells, primary screen, B-cell NF-kB inhibitor project, cell-based, luminescence, uHTS. 697 B-cell NF-kB luciferase reporter, 16 h. inhibition, % at 4 µM. actives 0.33% (n = 330,000). AID 435022, 2010; in the data active = inhibition above about 35%
# CCR6 antagonist: CCR6 receptor antagonists, primary screen, cell-based, CHO-K1, luminescence, beta-arrestin, uHTS. C-C chemokine receptor type 6 (Homo sapiens), P51684. CHO-K1 CCR6 PathHunter beta-arrestin, CCL20-stimulated. inhibition, % at 20 µM. actives 0.49% (n = 340,000);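 active = compounds whose inhibition of the agonist-driven luminescence signal at 20 µM reaches about 50%, limit read from the data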;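 also: cells stimulated with CCL20 at 14 nM final; plate controls were DMSO with CCL20 for no effect and DMSO without agonist for full effect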
# XBP1 UPR activ: activators of adaptive XBP1 UPR arm, primary screen, cell-based, CHO-XBP1 luciferase reporter, luminescence, uHTS; AID 463104, 2010; actives 0.33% (n = 330,000); activation, % at 20 µM; IRE1-XBP1 UPR activation; percent of tunicamycin response, DMSO as zero;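 active = versus positive control, 20 µM dose yields 30% or more activation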;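 also: 100% = tunicamycin at 10 µg/mL and 0% = DMSO only wells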
#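 incubation = overnight seeding at 37 °C, 6 h compound treatment at 37 °C | assay system = CHO-XBP1 cells stably carrying IRE1-XBP1-driven luciferase reporter | input = 1000 cells per well | detection = luciferase luminescence | dosing = single point, 20 µM final compound, 1% DMSO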
# EBI2 antag: EBI2 receptor antagonists, beta-arrestin recruitment, primary screen, cell-based, luminescence, 7a,25-OHC stimulation, uHTS | G-protein coupled receptor 183 (Homo sapiens), P32249 | 7a,25-OHC stimulated | inhibition, % at 5 µM | actives 0.81% (n = 360,000) | AID 651636, 2012; in the data active = inhibition above about 38%;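 also: enzyme fragment complementation signal reports receptor beta-arrestin coupling in cells; 0% = agonist plus DMSO wells and 100% = wells without agonist; some results beyond the cut were filed as inactive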
# CXCR6 block: CXCR6 receptor inhibitors, primary screen, cell-based, beta-arrestin, luminescence, CHO-K1 PathHunter, 1536-well; inhibition, % at 20 µM; AID 602244, 2012; actives 0.36% (n = 360,000); C-X-C chemokine receptor type 6 (Homo sapiens), O00574; in the data active = inhibition above about 34%, passing the limit was not always enough;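 also: antagonist mode with CXCL16 agonist at 10 nM final; 0% = 10 nM CXCL16 with DMSO and 100% = unstimulated wells without agonist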
# Jurkat NFkB inh: inhibitors of induced NF-kB luciferase reporter, primary screen, TCR NF-kB activation inhibitor project, cell-based, luminescence, uHTS. inhibition, % at 4 µM. actives 0.53% (n = 330,000). Jurkat, PMA/ionomycin-induced NF-kB luciferase reporter; in the data active = inhibition above about 50%
# An asterisk follows results filed as active; x = no result given; & = joins results of further samples.
# Start of the data: the first three records as a preview:
SMILES,Mdm2 MdmX PPI,UPR CHOP act,Gli-Sufu block,697 NFkB inh,CCR6 antagonist,XBP1 UPR activ,EBI2 antag,CXCR6 block,Jurkat NFkB inh
COC(=O)c1ccccc1NC(=O)/C=C/c1cc(OC)c(OC)c(OC)c1,16,-3.3,11,-14,13,1,14,9,2
O=C(COC(=O)c1cc(S(=O)(=O)NCc2ccccc2)ccc1O)NCc1ccccc1,-7,0.2,-9,9,0,-3,0,-6,-5
O=C(CNCc1ccc(F)cc1)Nc1ccc(S(=O)(=O)N2CCOCC2)cc1,-2,1.0,-15,-3,1,2,4,-6,12

# Results (from the top)
SMILES,Mdm2 MdmX PPI,UPR CHOP act,Gli-Sufu block,697 NFkB inh,CCR6 antagonist,XBP1 UPR activ,EBI2 antag,CXCR6 block,Jurkat NFkB inh
COC(=O)c1ccccc1NC(=O)/C=C/c1cc(OC)c(OC)c(OC)c1,16,-3.3,11,-14,13,1,14,9,2
O=C(COC(=O)c1cc(S(=O)(=O)NCc2ccccc2)ccc1O)NCc1ccccc1,-7,0.2,-9,9,0,-3,0,-6,-5
O=C(CNCc1ccc(F)cc1)Nc1ccc(S(=O)(=O)N2CCOCC2)cc1,-2,1.0,-15,-3,1,2,4,-6,12
OCCCc1nc2n(n1)C(c1ccccc1)C=C(c1ccc(F)cc1)N2 (stereo not drawn),30,2.2,-16,18,-6,0,-2,4,2
CCOc1ccc(CCNC(=O)C2CCCN(c3nn4c(=O)cc(C)nc4s3)C2)cc1 (stereo not drawn),2,-2.0,-8,11,-8,-6,-10,5,-34
Cc1ccccc1CNS(=O)(=O)c1c(C)[nH]c(C)c1C(=O)N1CCCCC1,-9,-1.4,41,-9,7,-4,-11,-3,-4
O=C(CSc1nc2ccccc2[nH]1)NCCN1CCCCC1,-9,1.3,-5,-42,-7,0,-5,6,-16
CC1(C)Cc2c(cnn2-c2cccc(F)c2)C(NC(=O)C2CCOCC2)C1 (stereo not drawn),-3,0.8,-1,23,-9,3,-8,4,-2
COc1ccc(/C(O)=C2/C(=O)C(=O)N(c3ccccn3)C2c2ccc(F)cc2)cc1 (stereo not drawn),13,-1.4,-13,-3,15,-6,1,4,-8
COc1ccc(CC(=O)OCc2nnc(-c3ccccc3)o2)cc1,12,-0.8,0,15,11,0,4,3,1
COc1ccc(NC(=O)c2ccc3nc[nH]c3c2)cc1,-37,3.7,-36,-17,8,-1,-11,12,-42
COc1ccc(S(=O)(=O)N2CCC(C(=O)NC(c3nc4ccccc4[nH]3)C(C)C)CC2)cc1 (stereo not drawn),7,0.5,5,13,1,-2,-17,-3,24
COc1ccc(NC(=O)c2ccc(CNc3c(NC4CCCCC4)c(=O)c3=O)cc2)c(OC)c1,-28,2.8,0&12,19,4&16,-1,37&35,2&1,23
COc1ccc(Oc2cnc3ccccc3n2)cc1,22,3.0,-41,-33,15,2,2,0,-13
COc1ccc(C(=O)NC2CCc3ccccc32)cc1OC1CCN(C(C)=O)CC1 (stereo not drawn),24,-0.7,-5,-2,3,-1,3,1,9
COc1cccc(C2CC(c3cccs3)=NN2C(=O)CSc2nc3ccccc3s2)c1OC (stereo not drawn),24,-1.6,3,-11,10,-2,13,-4,0
CCOC(=O)N1CCN(C(=O)c2ccc(Cn3c(=S)[nH]c4cc(OCC)c(OCC)cc4c3=O)cc2)CC1,54*,1.8,13,37*,-29,-1,-34,-8,21
CC(C)n1c(SCC(=O)Nc2nncs2)nnc1-c1ccco1,19,0.2,-10,-21,4,-1,x,x,-6
COc1ccc(-n2cccc2/C=C2\C(=N)N3N=C(C(C)C)SC3=NC2=O)cc1,0,1.5,3,-11,22,0,-16,-1,4
COc1ccc(N2C(=O)C3C(C2=O)C3(c2ccccc2)c2ccccc2)cc1 (stereo not drawn),-8,-1.6,5,-18,14,-1,30,14,-4
Cc1nnc(SCC(=O)NCc2ccccc2)s1,-7,1.5,-3,12,-3,-1,1,0,7
COc1ccc(C(=O)n2nc(C)cc2Nc2ccccc2)cc1,-18,5.7,8,-58,-1,3,4,-4,-12
Cc1ccc(C(=O)N(c2ccccn2)C(C)c2ccco2)cc1C (stereo not drawn),-29,2.7,7,-16,8,4,-4,7,-36
CCOc1cccc(C2C(C(=O)c3ccc(C)o3)=C(O)C(=O)N2c2nnc(C)s2)c1 (stereo not drawn),x,x,19,x,-2,x,2,1,x
CCOc1ccc2oc(C(=O)OCC(=O)NC(=O)NC3CCCC3)c(C)c2c1,10,1.1,-3,16,-3,2,7,3,0

# Compound profiles, from the list above. Screens in order: Mdm2 MdmX PPI	UPR CHOP act	Gli-Sufu block	697 NFkB inh	CCR6 antagonist	XBP1 UPR activ	EBI2 antag	CXCR6 block	Jurkat NFkB inh
# Cc1ccc(C(=O)N(c2ccccn2)C(C)c2ccco2)cc1C (stereo not drawn) is listed with -29	2.7	7	-16	8	4	-4	7	-36
# COc1ccc(S(=O)(=O)N2CCC(C(=O)NC(c3nc4ccccc4[nH]3)C(C)C)CC2)cc1 (stereo not drawn) is listed with 7	0.5	5	13	1	-2	-17	-3	24

# The list continues:
SMILES,Mdm2 MdmX PPI,UPR CHOP act,Gli-Sufu block,697 NFkB inh,CCR6 antagonist,XBP1 UPR activ,EBI2 antag,CXCR6 block,Jurkat NFkB inh
CCOc1ccc(CCNc2nc3ccccc3n3c(C)nnc23)cc1OCC,41,-0.5,16,15,11,10,-5,1,3
O=C(O)c1ccc(N/N=C2/CCSc3ccc(F)cc32)cc1,7,0.3,8,-28,1,-3,-7,8,1
CC(=O)Nc1nnc(SCC(=O)Nc2ccc(N3CCOCC3)c(Cl)c2)s1,59*,2.4,6,-16,7,3,-9,1,-10
CCCCn1c(CN2CCN(CCO)CC2)nc2ccccc21,-6,0.5,1,2,-8,0,-7,-2,-3
Cc1nnc(SCC(=O)N2c3ccccc3C(C)(c3ccc(Cl)cc3)CC2(C)C)s1 (stereo not drawn),24,4.5,13,4,23,-2,18,22,6
CN(C)c1cccc2c(S(=O)(=O)NCc3ccc(S(N)(=O)=O)cc3)cccc12,-2,-2.0,8,-6,-4,-2,-1,-4,-11
O=C(Nc1ccc(S(=O)(=O)Nc2ncccn2)cc1)c1ccc(N2CCCC2=O)cc1,-19,0.0,1,14,3,1,-14,-4,1
COc1ccc(N2C(=O)/C(=C/c3cccs3)NC2=S)cc1,-10,4.6,0,0,18,1,17,16,-6
Cc1ccc(NC(=O)COC(=O)C2(C)CC2(Cl)Cl)cc1S(=O)(=O)N1CCOCC1 (stereo not drawn),10,-1.5,1,12,13,-1,6,-4,-1
CCC(C(=O)OCC(=O)Nc1cc(Cl)cc(Cl)c1)c1ccccc1 (stereo not drawn),-22,-2.0,10,-3,20,-3,10,-16,3
COC(=O)C1=CN(c2ccc(OC)cc2)C=C(C(=O)OC)C1c1cc(OC)c(OC)cc1OC,13,2.4,11,-52,1,-3,22,9,12
Cc1ccc(-c2cc(C(=O)Nc3c(C#N)cnn3C)no2)cc1,-23,-0.1,-13,-11,7,0,-5,3,-13
COc1ccccc1CNS(=O)(=O)c1c(C(=O)N2CCCCC2)c(C)n(C)c1C,20,0.9,-13,-7,14,-2,0,-4,1
CCCc1cc(=O)[nH]c(SCC(=O)N(C)Cc2ccccc2)n1,0,-1.1,-7,-16,3,-1,1,5,-8
COc1ccc(C(=O)C(C)[n+]2ccc(C)c3ccccc32)cc1[N+](=O)[O-] (stereo not drawn),27,-0.4,28,-13,8,0,1,5,-11
Cc1oc(-c2ccccc2Cl)nc1CS(=O)CC(=O)NCCCN1CC(C)CC(C)C1 (stereo not drawn),19,0.2,10,0,5,-5,0,7,7
O=C(NC1CCN(Cc2ccccc2)CC1)C1CCN(S(=O)(=O)c2cccc3cccnc23)CC1,25,0.4,-15,7,1,-1,-4,-15,2
O=C1C(=NO)CC(c2ccccc2)N1c1ccccc1 (stereo not drawn),x,x,0,x,11,x,-10,3,x
O=c1c2c(nc3nc(SCc4ccccc4)[nH]n13)CCC2,-1,0.9,-4,14,18,-2,-5,-4,12
CC1CCN(CCC(=O)N/N=C/c2ccc([N+](=O)[O-])cc2)CC1,-16,-1.0,14,-15,-7,-1,-6,5,-15
COC(=O)c1[nH]c2c(c1C)C(=O)CC(c1ccccc1)C2 (stereo not drawn),70*,-0.3,57*,-50,5,11,-13,2,45
CCc1cc(=O)oc2cc(OC(C)C(=O)NCc3ccccn3)ccc12 (stereo not drawn),-6,3.7,1,-15,21,-1,4,-2,5
CCCn1c(=S)[nH]c2cc(Cl)ccc21,20,0.8,2,18,8,2,-1,-12,0
COc1cccc(-c2nc(CS(=O)(=O)CC(=O)NCCCOC(C)C)c(C)o2)c1,22,-0.4,19,4,7,0,3,4,-5
Cn1ncc2c(O/N=C(\N)c3ccc(C(C)(C)C)cc3)ncnc21,99*,6.7,15,-192,-32,9,2,-34,101*

# Continued:
SMILES,Mdm2 MdmX PPI,UPR CHOP act,Gli-Sufu block,697 NFkB inh,CCR6 antagonist,XBP1 UPR activ,EBI2 antag,CXCR6 block,Jurkat NFkB inh
O=C(NCc1ccc(Cl)cc1)c1cc2c(s1)CS(=O)(=O)C2,18,3.0,36,-14,13,1,0,0,-10
CCN(CC)CCOC(=O)CCc1cccc2ccccc12,-20,-0.7,1,-8,4,-1,-9,-10,-15
COC(=O)CN(C(=O)CSc1nnc(-c2cccc(OC)c2)o1)c1ccc(OC)cc1,6,-5.3,-6,-11,6,0,-1,10,-8
CN(C)/C=C1\SC(=S)N(c2ccc(Br)cc2)C1=O,10,7.0,-37,-42,7,4,6,10,-25
COCC(=O)N1CCCC(N(C)CCc2ccc(OC)c(OC)c2)C1 (stereo not drawn),6,-0.7,x,-5,15,-4,-4,10,2
O=C(c1ccco1)[C@@H]1[C@@H]2C(=O)N(c3ccc(F)cc3)C(=O)[C@@H]2C2c3ccccc3C=CN21 (stereo partly drawn),0,2.4,x,-31,x,0,x,x,-13
CCCOc1ccc(-c2cnc(SCC(N)=O)nc2N)cc1,-21,1.7,19,4,8,4,3,5,0
O=C1CCc2cc(S(=O)(=O)N3CCC(C(=O)NCCC4=CCCCC4)CC3)ccc2N1,8,-1.7,-24,21,-7,-1,6,-4,3
COc1cc(Nc2ccc(C)cc2)c([N+](=O)[O-])nc1[N+](=O)[O-],53*,-1.0,-8,-52,-8,3,5,-16,58*
Cc1ccccc1Oc1ncccc1C(=O)/C(C#N)=C/N(C)C,31,0.6,24,17,8,0,1,9,1
Cc1ccc(-c2c(C(=O)N/N=C/c3cccnc3)nnn2-c2nonc2N)cc1,-10,1.5,-8,-16,2,-4,-4,2,-4
CC1CN(S(=O)(=O)c2csc(C(=O)Nc3ccccc3)c2)CC(C)O1 (stereo not drawn),21,0.6,15,2,5,-5,12,7,-10
COc1ccccc1CNC(=O)CNC(=O)c1ccc(Br)o1,4,0.0,-2,13,1,-4,2,4,-6
Cc1ccnc(NC(=O)c2cccc(S(=O)(=O)N3CCN(c4ccc(F)cc4)CC3)c2)c1,12,-0.5,-4,5,4,-3,-1,1,16

# Bioassay records from PubChem.
